RXFP1 antagonist = antagonists of human relaxin receptor RXFP1 | HEK293-RXFP1, relaxin-stimulated cAMP HTRF, 30 min; hits give low values | activity change, negative = inhibition, % at 57.5 µM | 0.59% of 350,000 active | AID 1259400;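 active = activity change of -60% or lower, but not beyond a set lower limit; inconclusive = change between -60% and -40%, or beyond the set limit; inactive = change above -40%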
Target sequence (Q9HBX9 whole entry, looked up): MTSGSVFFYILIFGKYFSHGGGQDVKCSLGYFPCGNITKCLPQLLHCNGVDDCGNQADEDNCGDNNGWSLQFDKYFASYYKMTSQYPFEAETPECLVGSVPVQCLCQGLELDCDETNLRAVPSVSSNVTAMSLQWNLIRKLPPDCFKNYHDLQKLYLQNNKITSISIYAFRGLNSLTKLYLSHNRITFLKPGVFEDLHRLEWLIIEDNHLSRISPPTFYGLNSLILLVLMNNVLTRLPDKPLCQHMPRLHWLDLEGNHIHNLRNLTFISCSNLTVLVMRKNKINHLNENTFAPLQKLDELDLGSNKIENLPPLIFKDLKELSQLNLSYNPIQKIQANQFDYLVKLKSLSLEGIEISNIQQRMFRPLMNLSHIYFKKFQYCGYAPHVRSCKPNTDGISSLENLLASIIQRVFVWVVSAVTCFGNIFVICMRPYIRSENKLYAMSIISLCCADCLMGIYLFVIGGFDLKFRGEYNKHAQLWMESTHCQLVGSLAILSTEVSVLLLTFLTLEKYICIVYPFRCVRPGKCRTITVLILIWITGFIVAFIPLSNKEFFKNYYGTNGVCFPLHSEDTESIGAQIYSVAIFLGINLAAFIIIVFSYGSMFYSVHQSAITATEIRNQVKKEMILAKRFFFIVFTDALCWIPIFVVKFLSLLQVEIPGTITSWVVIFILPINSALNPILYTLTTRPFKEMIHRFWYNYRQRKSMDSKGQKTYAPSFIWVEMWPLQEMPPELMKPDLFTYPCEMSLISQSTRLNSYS
Numbers without * were called inactive; ? = inconclusive. % is scaled to controls: 0 for no effect and ±100 for the full control effect.

RXFP1 antagonist	SMILES
2	CCCc1c(C(=O)N/N=C(\C)c2ccc3c(c2)OCO3)nnn1-c1nonc1N
7	CN(CC(=O)Nc1ccc(F)cc1)C(=O)CN1C(=O)NC(CCc2ccccc2)C1=O (centres undefined)
-1	COc1ccc(C(=O)OCC(=O)c2c(N)n(C)c(=O)n(C)c2=O)c(OC)c1OC
-11	Cn1c(=O)c2c(ncn2CC(=O)OCC(=O)Nc2ccc(F)cc2Cl)n(C)c1=O
-22	Cc1ccc(C(=O)N/C(=C\c2ccc(Br)cc2)c2nc(=S)[nH][nH]2)cc1
-8	CCN(CC)CCNC(=O)c1ccc(NC(=O)c2cc(S(=O)(=O)N3CCCCC3)ccc2N2CCOCC2)cc1
-14	CSc1ncccc1C(=O)OCC(=O)c1ccc(C)s1
5	O=C(COC(=O)CCc1nc2ccccc2c(=O)[nH]1)Nc1ccccc1
8	COC1OC2COC(c3ccccc3)OC2C(OC(=O)c2ccccc2)C1OC(=O)c1ccccc1 (centres undefined)
-8	CCOC(=O)N1C(=O)NC(=O)C1c1ccc(OC)cc1 (centres undefined)
-23	CN(C)c1ncnc2c1ncn2C1CCCCO1 (centres undefined)
-28	COc1ccc(CCNC(=O)CCCn2c(=S)[nH]c3ccsc3c2=O)cc1OC
-32	CCCC1OC(c2cc3c(cc2Cl)OCO3)OCC1CC (centres undefined)
-2	COc1ccc(NC(=O)NS(=O)(=O)c2ccc(C)cc2)cc1OC
-2	CC(CNC1CCCCC1)OC(=O)c1ccc([N+](=O)[O-])cc1 (centres undefined)
-2	C=CCn1c(SCC(=O)N(CC)c2c(N)n(Cc3ccccc3)c(=O)[nH]c2=O)nnc1-c1ccccc1OC
-4	O=C(NNc1c(F)c(F)cc(F)c1F)C1CCN(S(=O)(=O)c2ccccc2F)CC1
-9	Cc1cc(NC(=O)C(C)SCC(=O)Nc2cccc(S(=O)(=O)N3CCCCCC3)c2)no1 (centres undefined)
7	O=C(CCn1c(=O)oc2ccccc21)n1c(=O)oc2ccccc21
1	Cn1cccc1C1CCCN1CC(=O)Nc1ccc(C(N)=O)cc1 (centres undefined)
15	Cn1c(=O)[nH]c2c(cnn2C)c1=O
-11	O=C(CN1C(=O)NC2(CCCC2)C1=O)NC(c1ccccc1)c1ccccc1
-6	C[C@@H]1CC[C@H](Cc2ccc(-n3cccc3)cc2)N1C(=O)OC(C)(C)C
17	CC(=O)N[C@@H](Cc1ccc(O)cc1)C(=O)O
-5	O=C(O)c1ccccc1C(=O)OCC1CCC(=NO)CC1 (centres undefined)
-7	CCc1nc(SCC(=O)N2CCc3cc(OC)c(OC)cc3C2)c(C#N)cc1C
18	O=C(Oc1ccc(Cl)c(Cl)c1)C1=CC=CN2CCS(=O)(=O)N=C12
-5	COC(=O)C1CCN(C(=O)CN2C(=O)NC3(CCC(C)CC3)C2=O)CC1 (centres undefined)
-5	CCN1/C(=C2/SC(=S)N(C)C2=O)C=Cc2cc(C)ccc21
4	CCc1cc(-c2nnn(-c3cc(C(C)C)ccc3C)c2CC)ccc1-c1cn(CCc2c[nH]c3ccccc23)nn1
-4	COc1ccc(CN2CCC[C@]3(N[C@H](c4ccc(OC)cc4)[C@@H]4C(=O)N(Cc5ccccc5)C(=O)[C@@H]43)C2=O)cc1
-2	CN(C)/C(CN1CCOCC1)=C1\N=C(c2ccccc2)OC1=O
-8	O=C1C(O)CCN1Cc1ccccc1 (centres undefined)
5	O=C(O)C1CCCN1c1nc(Cl)ccc1[N+](=O)[O-] (centres undefined)
2	COc1ccc(CCNS(=O)(=O)c2ccc(N3CCCC3=O)cc2)cc1
4	C#CCN(C[C@@H]1[C@@H](OC(=O)NCC2CCCCC2)[C@@H](OC(=O)NCC2CCCCC2)Cn2c(=O)n(CCCCCC)c(=O)n21)S(=O)(=O)c1ccc(C)cc1
7	CCOc1cc2c(cc1O)C(=NO)CC1C2CCC2(C)C(O)CCC12 (centres undefined)
-3	CCOc1ccc(OCCC(=O)N(CC(C)C)c2c(N)n(Cc3ccccc3)c(=O)[nH]c2=O)cc1
-13	Cc1c(C)c2cc(Cl)c(OCC(=O)NCCCN3CCCC3=O)cc2oc1=O
-19	O=S(=O)(Cc1ccc(Cl)cc1Cl)c1ccc(Cl)cc1
-6	CC(C)(C)OC(=O)NCCCCCNC(=O)c1[nH]cnc1C(=O)Nc1cc(Br)ccc1F
-2	Cc1ccc(NC(=O)NC2OC(=O)c3ccccc32)cc1 (centres undefined)
-15	COc1cccc(-c2nc(N3CCCCC3)c3ccccc3n2)c1O
5	CCCCCCNC(=O)O[C@H]1Cn2c(=O)n(CCCCCC)c(=O)n2[C@@H]2CN(S(=O)(=O)c3ccc(C)cc3)C[C@]12O
-14	CNC[C@H]1OCCCC[C@H](C)Oc2ccc(NC(=O)CCCN(C)C)cc2C(=O)N([C@H](C)CO)C[C@@H]1C
-14	COc1cccc(/C=N/n2c(-c3cccs3)n[nH]c2=S)c1
9	COc1ccccc1NC(=O)CN1CCN(CC(=O)Nc2ccccc2F)CC1
0	COC(=O)c1ccc(COC(=O)CNC(=O)c2ccc(OC)cc2)cc1
-14	CCc1nnc(NS(=O)(=O)c2ccc(NC(=O)C(c3ccccc3)c3ccccc3)cc2)s1
2	CC(NC(=O)COc1ccccc1)C(=O)NCc1ccccc1Cl (centres undefined)

Reformatted with bars between the fields: part of the list above
mol | RXFP1 antagonist
CC(CNC1CCCCC1)OC(=O)c1ccc([N+](=O)[O-])cc1 (centres undefined) | -2
C=CCn1c(SCC(=O)N(CC)c2c(N)n(Cc3ccccc3)c(=O)[nH]c2=O)nnc1-c1ccccc1OC | -2
O=C(NNc1c(F)c(F)cc(F)c1F)C1CCN(S(=O)(=O)c2ccccc2F)CC1 | -4
Cc1cc(NC(=O)C(C)SCC(=O)Nc2cccc(S(=O)(=O)N3CCCCCC3)c2)no1 (centres undefined) | -9
O=C(CCn1c(=O)oc2ccccc21)n1c(=O)oc2ccccc21 | 7
Cn1cccc1C1CCCN1CC(=O)Nc1ccc(C(N)=O)cc1 (centres undefined) | 1
Cn1c(=O)[nH]c2c(cnn2C)c1=O | 15
O=C(CN1C(=O)NC2(CCCC2)C1=O)NC(c1ccccc1)c1ccccc1 | -11
C[C@@H]1CC[C@H](Cc2ccc(-n3cccc3)cc2)N1C(=O)OC(C)(C)C | -6
CC(=O)N[C@@H](Cc1ccc(O)cc1)C(=O)O | 17
O=C(O)c1ccccc1C(=O)OCC1CCC(=NO)CC1 (centres undefined) | -5
CCc1nc(SCC(=O)N2CCc3cc(OC)c(OC)cc3C2)c(C#N)cc1C | -7
O=C(Oc1ccc(Cl)c(Cl)c1)C1=CC=CN2CCS(=O)(=O)N=C12 | 18
COC(=O)C1CCN(C(=O)CN2C(=O)NC3(CCC(C)CC3)C2=O)CC1 (centres undefined) | -5
CCN1/C(=C2/SC(=S)N(C)C2=O)C=Cc2cc(C)ccc21 | -5
CCc1cc(-c2nnn(-c3cc(C(C)C)ccc3C)c2CC)ccc1-c1cn(CCc2c[nH]c3ccccc23)nn1 | 4
COc1ccc(CN2CCC[C@]3(N[C@H](c4ccc(OC)cc4)[C@@H]4C(=O)N(Cc5ccccc5)C(=O)[C@@H]43)C2=O)cc1 | -4

Following part:
RXFP1 antagonist	SMILES
7	O=C(NN=Cc1ccccc1Cl)c1ccccc1
4	CC(C)Oc1ccc(S(=O)(=O)N2CCOCC2)cc1NC(=O)CN1C(=O)c2ccccc2C1=O
5	COc1cccc(Oc2c(C)oc3c(CN4CCOCC4)c(O)ccc3c2=O)c1
1	O=C1OC(c2ccc(O)cc2)(c2ccccc2O)c2ccccc21 (centres undefined)
6	COCc1c(C(=O)Nc2nnc(C3CC3)s2)oc2ccccc12
-101*	CC(=O)Nc1c(Cl)cc(Cl)c2c1Cc1cc(Cl)ccc1-2
2	CCN(CC)C(=O)Cn1cc(SCC(=O)NC2CCCCC2)c2ccccc21
?	Cc1c(Cl)cc(C(C)C)c(O)c1CN1CCOCC1
-9	Cc1c(CCNC=O)cc(C)c2c3c(oc12)CCCC3
5	CSc1ncccc1C(=O)N1CCCC(N2CCN(c3ccccc3C)CC2)C1 (centres undefined)
2	Cc1ccc(CNC(=O)COC(=O)CN2C(=O)C3CC=CCC3C2=O)cc1 (centres undefined)
3	Cc1cc(NS(=O)(=O)c2ccc(NC(=O)c3ccc(F)cc3)cc2)nc(C)n1
-10	O[C@H]1C[C@H](c2ccccc2)N(CC2CCCCC2)C[C@@H]1n1cc(C2CC2)nn1
4	Cc1nc2c(o1)C(=O)c1ccccc1C2=Nc1ccccc1
-19	N#C/C(=C\c1ccccc1)C(=O)NNS(=O)(=O)c1ccc(Br)cc1
2	Cc1c(CC(=O)N2CCC(O)CC2)c(=O)oc2cc3c(cc12)CCC1(CCCCC1)O3
6	O=C(CCN1CCCCC1)Nc1ccc(F)c(F)c1
-9	O[C@H]1C[C@H](c2ccccc2)N(Cc2cccs2)C[C@@H]1n1cc(-c2ccc(F)cc2)nn1
-4	CC1CCN(c2ccc(C(=O)N3CCOCC3)cc2[N+](=O)[O-])CC1
1	COc1ccc(NC(=O)c2cc(-c3ccc(C)o3)nc3ccccc23)c(OC)c1
3	O=C(NCc1nnnn1-c1ccc(F)cc1)c1ccc(S(=O)(=O)N2CCOCC2)cc1
-2	Cn1c(=O)c2[nH]c(CCCCCCCc3nc4ccccc4[nH]3)nc2n(C)c1=O
-9	O=C(CCOCCOCCOCCOCCC(=O)Nc1c(I)cc(I)c(C(=O)O)c1I)Nc1c(I)cc(I)c(C(=O)O)c1I
4	O=C(COC(=O)c1ccccc1OCc1ccccc1Cl)NC1CCS(=O)(=O)C1 (centres undefined)
11	Cc1cc(C)n(-c2nc3c(c(=O)n(C)c(=O)n3C)n2Cc2cccc(Br)c2)n1
-39	CC(C)(C)c1ccc(OCC(=O)O/N=C(\N)c2ccncc2)cc1
3	Cc1cc(OCCCC(=O)Nc2cc(S(=O)(=O)N3CCOCC3)ccc2N2CCOCC2)ccc1Cl
9	O=C(CC1CC1)Nc1ccc2c(c1)[C@H]1C[C@H](CC(=O)N3CCc4ccccc4C3)O[C@@H](CO)[C@H]1O2
-5	Cc1ccc(C(=O)NC(=S)N(C)Cc2ccccc2)cc1
7	CC(=O)c1c(C)[nH]c(C(=O)NNC(=O)c2ccc(Br)cc2)c1C
-12	CCC(=O)N1CCc2cc(Br)c(S(=O)(=O)CCC(=O)NCCc3ccccc3)cc21
2	CCOC(=O)C(=CNc1ccc(N2CCCCC2)c(S(=O)(=O)Nc2ccccc2OC)c1)C(=O)OCC
-1	Cc1ccc([C@H]2C[C@@H](n3cc(-c4ccc(F)cc4)nn3)[C@H](O)CN2Cc2cccs2)cc1
3	CC(C)Oc1ccc(S(=O)(=O)N2CCOCC2)cc1NC(=O)CSC(=S)N1CCCC1
-7	O=C(COc1ccc([N+](=O)[O-])cc1)Nc1ccc(C(=O)NCc2cccnc2)cc1
-10	C[C@@H](C(=O)N1CCN(c2ccccc2)CC1)N1C(=O)C2CC=CCC2C1=O (some centres undefined)
-8	C[C@@H]1CN([C@H](C)CO)C(=O)CCCn2nncc2CO[C@@H]1CN(C)S(C)(=O)=O
2	CCCCCCN1C[C@H](n2cc(C3CC3)nn2)[C@@H](O)C[C@@H]1c1ccc(OC)cc1
3	Cc1cnc(CN(C)C(=O)C2CCC(=O)N(CCc3ccc(Cl)cc3)C2)[nH]1 (centres undefined)
-6	O=C(CSc1nc2nn(-c3ccccc3)c(=O)c-2c2n1CCCCC2)Nc1ccc(OC(F)F)cc1
8	C[C@@H]1CN([C@H](C)CO)C(=O)c2cc(Br)cnc2O[C@@H]1CN(C)Cc1ccc(-c2ccccc2)cc1
5	Cc1ccc(S(=O)(=O)N2CCOCC2)cc1NC(=O)CNC(C)c1ccccc1 (centres undefined)
2	NC(=O)NC(CC(=O)OCC(=O)Nc1nnc(-c2ccccc2)o1)c1ccc(Cl)cc1 (centres undefined)
-6	COc1ccc(/C=N/NC(=O)c2cccc3ccccc23)c(OC)c1OC
-4	CCCCC(CCc1ccccn1)C(=O)c1ccccc1 (centres undefined)
-12	CCOc1ccc(NC(=O)COc2ccc(S(=O)(=O)N3CCOCC3)cc2)cc1
-1	O=C(CSc1nc2ccccc2c(=O)n1CCCN1CCOCC1)NCCc1ccccc1
17	CCOC(=O)O[C@]1(C(=O)OCCl)CC[C@H]2[C@@H]3CCC4=CC(=O)C=C[C@]4(C)[C@H]3[C@@H](O)C[C@@]21C
-11	CCOc1ccc(N(CC(=O)NC2CCCCC2)C(=O)CNC(=O)c2ccco2)cc1
6	COc1ccc(Cl)cc1C(=O)OCC(=O)Nc1sccc1C(N)=O

New compounds follow.
RXFP1 antagonist	SMILES
1	CN(C(=O)c1ccc(Cl)cc1)C1CCS(=O)(=O)C1 (centres undefined)
-38	O=S(=O)(N/N=C1/CC(c2ccccc2)Oc2ccccc21)c1ccccc1 (centres undefined)
21	CC(=O)O[C@@H]1C(=O)O[C@H]2[C@@H]1OC(=O)[C@@H]2OC(C)=O
2	CCn1cc(C(=O)NCC2CCCO2)c(=O)c2cc(F)c(N3CCN(C)CC3)cc21 (centres undefined)
-9	COc1cc(C(=O)NCc2cn3ccsc3n2)cc(OC)c1OC
3	O=C1[C@H]2[C@@H](c3ccccc3)N[C@]3(CCCN(Cc4ccc(Cl)cc4)C3=O)[C@H]2C(=O)N1Cc1ccccc1
-5	CC(C)NC(=O)CC(=O)N/N=C/c1ccc(F)cc1
-4	COc1ccc(C(=O)NCC(C)(C)CNC(=O)c2ccc(OC)cc2)cc1
0	N#Cc1cccc(NC(=O)COC(=O)c2ccc[n+]([O-])c2)c1
1	C[C@@H]1CN([C@H](C)CO)S(=O)(=O)c2ccc(C#Cc3ccccc3F)cc2O[C@H]1CN(C)C(=O)c1ccc2c(c1)OCO2
-13	COc1ccc(C(=O)CC(C#N)c2ccc3c(c2)OCO3)cc1OC (centres undefined)
-9	Cc1ccc(S(=O)(=O)N2CCSCCSCCSCCSCC2)cc1
-6	COc1ccc(NC(=O)[C@@H]2CCCN2S(=O)(=O)c2ccccc2F)cc1S(=O)(=O)N1CCCCC1
1	COC(=O)c1cccc(NC(=O)CCN2C(=O)NC(C)(C)C2=O)c1
?	O=C(OCC(=O)N1N=C(c2ccc(Cl)cc2)CC1c1ccco1)c1cncc(Br)c1 (centres undefined)
6	CC(C)c1cc(CN2CCN(CCC#N)CC2)cc(C(C)C)c1O
-7	COc1ccc(NC(=O)c2sc3nc(C)cc(C)c3c2N)c(OC)c1

Only part of the results is shown (hit frequency here may not be typical).
